PvdQ inh: blocks Pseudomonas aeruginosa PvdQ acylase activity | purified PvdQ acylase, fluorescence plate reader | inhibition, % at 10 µM | 0.063% of 340,000 active; in the data active = inhibition above about 30%, passing the limit was not always enough; inconclusive = no clear call, values can overlap the other calls;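 also: 0% = vehicle neutral wells and 100% = reference inhibitor wells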
dFosB activator: enhances mouse delta FosB homodimer DNA binding. P13346. purified delta FosB, TAMRA-CDK5 oligo fluorescence polarization; percent of positive-control signal above neutral wells. activation, % at 25 µM. 0.99% of 340,000 active. AID 493131;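 active = mean activation above about 17%, with every replicate also reaching it, limit read from the data, passing the limit was not always enough; inconclusive = only one of the two conditions met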;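 also: fluorescence polarization rise as delta FosB binds a TAMRA Cdk5 AP-1 oligo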
cardiac RTF act: cardiac RTF calcium sensitization. P19429+P45379. 0.24% of 340,000 active. AID 493008. IANBD-labeled TnC RTF fluorescence at EC20 calcium; 0% EC20 calcium, 100% full calcium. activation, % at 7.2 µM;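 active = activation above the mean over all tested compounds plus 3 SD, cut at about 30% in these data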;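 also: rise in fluorescence read as greater calcium sensitivity of cardiac thin filaments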
PfHsp90 yeast 2: inhibits growth of yeast expressing Plasmodium falciparum Hsp90; inhibition, % at 9.4 µM; AID 504621; S. cerevisiae expressing PfHsp90, BacTiter-Glo ATP, 48 h; yeast lacking PDR1 and PDR3 efflux regulators; 0.32% of 310,000 active;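 active = every replicate shows inhibition above about 80%, whatever the replicate mean, limit read from the data; inconclusive = mean inhibition reaches the set limit but some replicate falls short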;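 also: 0% = DMSO neutral controls and 100% = 20 µM radicicol positive controls; yeast relying on Plasmodium falciparum Hsp90 in place of its own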
C-LANA FP: inhibitors of KSHV LANA C-terminal domain DNA binding | MBP-C-LANA/FAM-LBS DNA binding, fluorescence polarization | inhibition, % at 9 µM | 0.078% of 340,000 active | AID 504423;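 active = highest replicate inhibition at or above 60% at 9 µM, even if other replicates fall short; inactive = all replicates below 60% inhibition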;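 also: 0% = neutral control wells and 100% = 4 µM acridine orange control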
Cardiac RTF inh: cardiac RTF calcium desensitization | IANBD-labeled cardiac RTF, Ca2+ fluorescence | inhibition, % at 7.15 µM | 0.12% of 340,000 active | AID 493244;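 active = inhibition above the mean inhibition of all tested compounds plus 3 SD, cut at about 17% in these data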;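 also: assay run at fixed EC70 calcium of 1.6 mM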
CDK5 inh: blocks human CDK5/p35 kinase activity; Q00535+Q15078; inhibition, % at 10 µM; 0.01% of 330,000 active; AID 488839; Recombinant CDK5/p35, ADP-Glo luminescence, 60 min;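 active = highest replicate inhibition of at least 50% and at least 75% of replicates reaching 50%; inconclusive = only one of the two criteria met; inactive = both criteria failed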;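 also: plate controls were DMSO neutral control for no effect and GW8510 at 10 µM for full effect; many of its hits are not listed in these tables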
Target sequence (Q00535 whole entry, looked up): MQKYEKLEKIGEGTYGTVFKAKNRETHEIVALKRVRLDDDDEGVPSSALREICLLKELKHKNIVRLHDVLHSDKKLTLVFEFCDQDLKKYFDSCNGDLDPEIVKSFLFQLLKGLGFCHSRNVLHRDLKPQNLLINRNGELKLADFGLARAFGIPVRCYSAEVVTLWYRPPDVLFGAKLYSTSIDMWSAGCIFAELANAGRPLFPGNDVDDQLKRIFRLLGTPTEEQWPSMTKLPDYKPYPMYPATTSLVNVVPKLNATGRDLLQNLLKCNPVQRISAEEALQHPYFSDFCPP
Target sequence (Q15078 whole entry, looked up): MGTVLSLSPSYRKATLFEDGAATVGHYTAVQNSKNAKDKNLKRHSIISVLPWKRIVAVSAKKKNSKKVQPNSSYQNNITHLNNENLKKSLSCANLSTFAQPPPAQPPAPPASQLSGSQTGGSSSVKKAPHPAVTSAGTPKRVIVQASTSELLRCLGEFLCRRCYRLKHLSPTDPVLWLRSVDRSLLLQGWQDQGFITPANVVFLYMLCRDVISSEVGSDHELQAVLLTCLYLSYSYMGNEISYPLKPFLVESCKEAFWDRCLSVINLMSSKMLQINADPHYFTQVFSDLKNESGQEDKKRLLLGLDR
NSD2 HMT inh: blocks human histone methyltransferase NSD2 | O96028 | NSD2 peptide methylation, AlphaScreen, 120 min | inhibition, % at 12.5 µM | 0.54% of 310,000 active; in the data active = inhibition above about 50%
Mot1-301 SUMO: blocks SUMOylation pathway, rescuing yeast Mot1-301 growth. S. cerevisiae Mot1-301 growth rescue, ATP luminescence, 38.5C; percent above DMSO median, 100 means doubled. growth rescue, % at 18.8 µM. 1% of 320,000 active;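 active = every valid replicate shows activation above 250% relative to neutral control wells; inactive = the rest, any valid replicate at or below 250%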;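 also: OY570 slx delta 5 strain wells were the positive control but not used for scaling; some compounds called inactive have numbers as strong as hits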
Rtt109 Vps75: blocks Candida albicans Rtt109/Vps75 acetyltransferase activity | AID 540336 | purified Rtt109/Vps75, ThioGlo CoA-SH fluorescence, 4 h | inhibition, % at 34.9 µM | Q5AAJ8 | 0.16% of 330,000 active;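 active = inhibition of at least 50% in every replicate; inconclusive = best replicate reaches 50% inhibition but some replicates fall short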
Target sequence (Q5AAJ8 whole entry, looked up): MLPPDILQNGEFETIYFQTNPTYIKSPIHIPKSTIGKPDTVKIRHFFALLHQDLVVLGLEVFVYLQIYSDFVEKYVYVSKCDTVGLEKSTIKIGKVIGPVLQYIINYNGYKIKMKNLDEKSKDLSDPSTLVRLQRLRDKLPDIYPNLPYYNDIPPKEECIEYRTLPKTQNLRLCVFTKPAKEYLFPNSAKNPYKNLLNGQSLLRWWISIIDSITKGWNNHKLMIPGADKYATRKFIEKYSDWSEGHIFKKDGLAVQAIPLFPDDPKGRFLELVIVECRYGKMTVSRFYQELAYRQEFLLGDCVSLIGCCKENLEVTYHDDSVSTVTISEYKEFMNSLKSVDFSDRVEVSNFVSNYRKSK
Keap1 Nrf2 FP: inhibitors of human Keap1-Nrf2 protein-protein interaction; Q14145; Keap1 Kelch-Nrf2 peptide fluorescence polarization, 1536-well; inhibition, % at 9.4 µM; 0.15% of 340,000 active; AID 504523; in the data active = inhibition above about 12%; inconclusive = no clear call, values can overlap the other calls; inactive = below about 7.3%;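 also: human Keap1 Kelch domain with fluorescein labeled Nrf2 9mer peptide probe; 0% = neutral control wells and 100% = peptide positive control; higher means more block of Keap1 binding to Nrf2 peptide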
An asterisk follows results filed as active; i = inactive; u = inconclusive; x = not tested or not shown; & = joins results of further samples. This is a random part of the collection; any-hit rate near 3.2%.

SMILES	PvdQ inh	dFosB activator	cardiac RTF act	PfHsp90 yeast 2	C-LANA FP	Cardiac RTF inh	CDK5 inh	NSD2 HMT inh	Mot1-301 SUMO	Rtt109 Vps75	Keap1 Nrf2 FP
O=C(NCc1ccc(Cl)cc1)C(=O)NCC1OCCCN1S(=O)(=O)c1cccs1 (centres undefined)	-3	0	-2	-1	1.0	-4	1.6	-3	-1	2	4
CCn1cc(C(=O)O)c(=O)c2cnc(N3CCN(C(=S)NC(=O)c4ccc(OC)cc4)CC3)nc21	9	-11	0	12	-2.0	-17	-0.1	1	-18	2	-1
CCC(C)Sc1ccc(-c2nc3cc(C)ccn3c2NC2CCCCC2)cc1 (centres undefined)	-5	9	1	26	-1.1	-7	0.3	0	x	7	-8
C#CC(C)(C)NC(=O)c1ccccc1OC	-15	3	1	-6	0.8	-10	1.4	-8	5	-3	-5
CC(=O)NS(=O)(=O)c1ccc(NC(=O)c2cccc(OCc3c(C)noc3C)c2)cc1	3	-5	0	-8	-0.2	-7	-0.1	1	1	4	3
COc1ccc(S(=O)(=O)N(C)CC(=O)NC2CCCC2)cc1Cl	-1	-5	-2	2	2.4	-1	-0.2	38	17	-5	-1
Cc1ccc(NC(=S)N(CCN(C)C)Cc2cccs2)cc1	-16	-2	3	x	0.9	-5	0.4	1	-10	-8	-3
CCN(c1ccc(NC(=O)c2cccc(S(=O)(=O)N3CCN(C)CC3)c2)cc1)C(C)C	-6	-3	2	-21	-1.4	-4	-0.4	7	2	1	-4
COc1ccc(CCNC(=S)N2CCN(S(=O)(=O)c3ccc(Cl)cc3)CC2)cc1	-12	-4	-4	-22	0.3	-7	0.6	-3	6	4	-2
CC(NC(=O)NC1CCCCC1)C(c1cccs1)N1CCN(Cc2ccccc2)CC1 (centres undefined)	-13	-10	-1	-47	1.7	-4	-0.8	x	8	17	2
O=C(COC(=O)c1ccc(Br)c(S(=O)(=O)N2CCOCC2)c1)NCCc1ccccc1	-15	-11	-3	-17	0.4	-8	-1.4	0	-18	-2	-6
COc1ccccc1C1OC(c2cccc([N+](=O)[O-])c2)=NN1C(C)=O (centres undefined)	-15	-9	1	34	0.7	-4	-0.6	-3	338	-3	-2
CN1CCCc2cc3c(C(F)(F)F)cc(=O)oc3nc21	-1	-3	38*	9	-21	-58	-0.3	-11	-6	i	u
O=C(Cc1cccc2ccccc12)N/N=C/c1ccncc1	-13	-4	-1	x	2.1	-1	-1.1	1	-3	1	3
CN(C)c1ccc(N=C/C=C2/N(C)c3ccccc3C2(C)C)cc1	-25	-12	3	14	-3.9	-11	0.2	32	x	1	-13
Cc1ccc(OCC(=O)Nc2cc(-c3nn4c(C)nnc4s3)ccc2C)cc1	-19	-12	7	23	0.6	-8	0.5	x	3	-12	2
CCOC(=O)c1c(-c2ccccc2)csc1NC(=O)/C(C#N)=C\c1ccc(O)c(OC)c1	-11	-5	40*	4	-1.1	-64	-0.4	1	x	-1	-7
COc1ccc(Cl)cc1-c1nc(SCC(=O)NC2CCCC2)n[nH]1	-2	-6	-4	-7	0.5	8	0.9	1	-14	2	-5
C1CC1Cc1noc(CN2CCN(CC3CC3)CC2)n1	3	-1	-2	-7	0.9	-1	0.3	-2	0	-11	-2
COc1ccnc(Oc2ccccc2)n1	11	-1	3	1	1.6	5	0.0	0	-1	16	-3
CC1CCCC(C)N1C(=O)COC(=O)C1CCN(S(=O)(=O)c2ccc3c(c2)OCCO3)CC1 (centres undefined)	-14	-6	-1	-9	-0.1	0	2.0	1	-1	2	0
COc1cc(CN2CCC(CO)(CCOc3ccccc3)CC2)cc(OC)c1OC	-14	-1	2	-8	1.3	-24	-1.0	0	5	x	-1
OC(COc1cccc(OCC(O)CN2CCOCC2)c1)CN1CCOCC1 (centres undefined)	14&-7	-4&-5	2&1	-6&-4	-1.7&-1.3	-2&0	1.1&-0.3	-1	-12&-13	-3&-1	0&-4
O=C(Nc1ccc(S(=O)(=O)Nc2ncccn2)cc1)c1ccc(F)c(S(=O)(=O)N2CCOCC2)c1	0	-4	15	2	-2.7	-26	1.0	2	180	0	-7
CCOCCn1c(CN(C)Cc2ccccc2)nc2c1c(=O)n(C)c(=O)n2C	-16	-11	5	8	-0.1	-4	1.0	x	-10	9	1
SMILES	PvdQ inh	dFosB activator	cardiac RTF act	PfHsp90 yeast 2	C-LANA FP	Cardiac RTF inh	CDK5 inh	NSD2 HMT inh	Mot1-301 SUMO	Rtt109 Vps75	Keap1 Nrf2 FP
Cn1c(N)c(C(=O)CSc2nnc(Cc3cccs3)n2C2CC2)c(=O)n(C)c1=O	-6	-19	0	x	-3.0	-10	-2.7	1	-1	-4	-2
COc1cc(C(=S)N2CCOCC2)cc(OC)c1OC(=O)c1ccc([N+](=O)[O-])cc1[N+](=O)[O-]	10	1	-3	3	0.0	1	0.7	3	0	7	-3
Cc1cc(NC(=O)CSc2ccc3ccccc3c2)no1	2	0	-2	-18	9.4	2	-0.9	0	-7	4	6
O=C(C1CC(=O)N(c2ccc3c(c2)OCCO3)C1)N1CCN(S(=O)(=O)c2cccc(F)c2)CC1 (centres undefined)	-20	-5	2	4	-0.7	4	-0.1	-1	x	-2	-6
COc1ccc(-c2nc(SCC(=O)N(CC(C)C)c3c(N)n(Cc4ccccc4)c(=O)[nH]c3=O)n[nH]2)cc1	-3	2	-4	-16	1.7	-14	-0.4	4	-3	-17	-4
O=C(NNC(=O)c1ccccc1Cl)c1cccs1	-5	-8	2	11	-2.6	-3	1.6	-2	x	-6	-4
CCOC(=O)c1ccccc1NC(=S)N1CCC(C(N)=O)CC1	-3	-9	2	-58	2.1	-4	0.9	-20	1	-7	4
Cc1ccc(CCNC(=O)C2CCC(CNc3c(N4CCC(C)CC4)c(=O)c3=O)CC2)cc1 (centres undefined)	-5	0	-2	19	0.4	-3	-0.5	x	10	2	-2
O=C(CN1C(=O)NC2(CCCCC2)C1=O)NCCc1ccc(Cl)cc1Cl	-2	-8	-2	x	0.8	8	-1.0	-2	1	-1	4
COc1ccc(OCc2cc(C(=O)N3CCCCCCC3)no2)c(Cl)c1	-10	-7	2	-4	-1.1	-12	-3.2	-4	44	9	-2
O=C(Nc1ccccc1C(=O)N1CCCCCC1)c1cccc([N+](=O)[O-])c1	12	-2	-4	8	0.3	1	0.2	0	-12	0	0
COc1ccc(Cc2c(O)nc(SCC(=O)N3CCOCC3)[nH]c2=O)cc1	-12	3	-4	5	-1.1	-2	0.4	-2	49	-46	1
COc1ccc(S(=O)(=O)N2CCC(C(=O)Nc3ccc(F)cc3)CC2)c2cccnc12	-5	-5	-8	-3	1.4	-2	1.0	-4	-2	-4	-3
NC(=O)COc1ccc2cc(-c3ccc(F)cc3)c(=O)oc2c1	-12	-6	-4	2	2.5	-6	2.4	-1	-6	0	-1
O=C(CC1SC(=Nc2ccccc2F)N(CCN2CCOCC2)C1=O)Nc1ccc(F)cc1F (centres undefined)	10	-3	3	x	1.8	-7	3.8	7	-8	11	-3
Cc1cc(C)c(S(=O)(=O)N2CCCCC2CCNC(=O)C(=O)NCc2ccccn2)c(C)c1 (centres undefined)	6	-10	-7	3	2.1	3	-1.1	1	-1	4	1
CC(=O)Nc1ccc(NC(=O)COC(=O)[C@@H](NC(=O)c2ccc(F)cc2)C(C)C)cc1	-7	-5	0	-21	-2.0	-8	0.4	2	14	3	-2
C/C(CC(=O)Nc1cccc2c1CCCC2)=N\NC(=O)Cc1ccccc1	-15	-10	-2	11	0.1	-12	0.4	-1	3	0	-4
COc1ccc(CCNC(=O)CS(=O)Cc2nc(-c3ccc(C)cc3)oc2C)cc1OC (centres undefined)	-12	-7	-3	-16	-0.8	-8	-0.3	8	7	8	-1
COC(=O)C1CCC(=S)N1C(=O)c1ccccc1 (centres undefined)	-10	-1	3	7	-1.4	-3	-2.0	11	-3	3	-9
Cc1ccc(CNC(=O)C2CCN(c3nc(C)cc(C)n3)CC2)cc1	-10	-5	0	16	-7.4	-11	-5.8	-1	0	8	-3
COC(c1ccccc1)c1nnc(CCC(=O)NCc2ccc3ncccc3c2)o1 (centres undefined)	-19	9	10	-17	1.8	-11	-2.1	1	217	x	-7
O=C(COC(=O)c1cccc([N+](=O)[O-])c1)Nc1ccc(Cl)cn1	-7	-1	9	-23	0.5	-17	1.0	x	13	-17	-3
CN(C(=O)CSc1ncnc2ccccc12)C1CCS(=O)(=O)C1 (centres undefined)	12	-2	-7	-13	1.0	-11	1.7	1	18	-7	-5
CC(=O)N1CCN(C(=O)c2cccc(S(=O)(=O)N3CCN(c4ccc(F)cc4)CC3)c2)CC1	-7	-2	-9	-16	-0.5	5	-1.9	-3	x	0	0
COc1cc(NC(=O)c2ccccc2)c(OC)cc1NC(=O)CN1CCCCC1	9	-6	2	-17	-0.6	-2	0.6	-7	-3	12	1
COc1ccccc1-c1nc(-c2ccccc2)nc(N2CCN(C)CC2)c1C#N	7	0	4	7	0.5	0	-7.1	-1	10	16	-3

Nothing new here: entries from further up.
SMILES	PvdQ inh	dFosB activator	cardiac RTF act	PfHsp90 yeast 2	C-LANA FP	Cardiac RTF inh	CDK5 inh	NSD2 HMT inh	Mot1-301 SUMO	Rtt109 Vps75	Keap1 Nrf2 FP
COc1ccc(CCNC(=O)CS(=O)Cc2nc(-c3ccc(C)cc3)oc2C)cc1OC (centres undefined)	-12	-7	-3	-16	-0.8	-8	-0.3	8	7	8	-1
COC(=O)C1CCC(=S)N1C(=O)c1ccccc1 (centres undefined)	-10	-1	3	7	-1.4	-3	-2.0	11	-3	3	-9
Cc1ccc(CNC(=O)C2CCN(c3nc(C)cc(C)n3)CC2)cc1	-10	-5	0	16	-7.4	-11	-5.8	-1	0	8	-3
COC(c1ccccc1)c1nnc(CCC(=O)NCc2ccc3ncccc3c2)o1 (centres undefined)	-19	9	10	-17	1.8	-11	-2.1	1	217	x	-7
O=C(COC(=O)c1cccc([N+](=O)[O-])c1)Nc1ccc(Cl)cn1	-7	-1	9	-23	0.5	-17	1.0	x	13	-17	-3
CN(C(=O)CSc1ncnc2ccccc12)C1CCS(=O)(=O)C1 (centres undefined)	12	-2	-7	-13	1.0	-11	1.7	1	18	-7	-5
CC(=O)N1CCN(C(=O)c2cccc(S(=O)(=O)N3CCN(c4ccc(F)cc4)CC3)c2)CC1	-7	-2	-9	-16	-0.5	5	-1.9	-3	x	0	0
COc1cc(NC(=O)c2ccccc2)c(OC)cc1NC(=O)CN1CCCCC1	9	-6	2	-17	-0.6	-2	0.6	-7	-3	12	1
COc1ccccc1-c1nc(-c2ccccc2)nc(N2CCN(C)CC2)c1C#N	7	0	4	7	0.5	0	-7.1	-1	10	16	-3

Source: PubChem BioAssay (several laboratories)
